TNAP activators – human TNAP enzyme activators, primary screen, biochemical, luminescent, no phosphate acceptor, uHTS (AID 1001). purified TNAP, luminescent activation assay, no phosphate acceptor; higher activation fold means a stronger effect. activation fold at 20 µM, or EC50 in µM where a hit was titrated. hit rate 0.03% among 200,000; in the data active = activation fold from about 3, or a potency from the dose series; inactive = the rest, 99 in 100 with activation fold below about 1.6; note: many of its hits are not listed in these tables
human PMI inhibitors – MPI inhibition at elevated mannose 6-phosphate – biochemical, fluorescence intensity, high mannose 6-phosphate, primary screen (AID 1220); hit rate 0.66% among 190,000; recombinant PMI enzyme, coupled fluorescence intensity; higher % means a stronger effect; one-dose inhibition, % at 20 µM; IC50 in µM for titrated hits
Autophagy mod – alters autophagy in cells; hit rate 0.98% among 190,000; MEF GFP-LC3 puncta imaging; test concentration mostly 10 µM; AID 463193; calls only at 10 µM (by protocol);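 active = percentage of spot-positive cells more than 3 SD above its plate mean, without a fluorescence outlier flag or 80% toxicity; inconclusive = no clear call, values can overlap the other calls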;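 note: spot-positive cell cutoff set from DMSO-treated cells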
T cell modulator – modulates CD8 T cell binding to vesicles; 2C CD8+ T cell-vesicle binding, flow cytometry; stronger effect = lower value; calls only at 7 µM; hit rate 0.068% among 330,000; AID 2052;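 active = response, share of CD8 T cells binding vesicles, and their 90th percentile fluorescence all below set limits, cut at about 80% in these data, passing the limit was not always enough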
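Also added: QL9-peptide-loaded Drosophila micro-vesicles bearing Ld, ICAM-1 and B7-1; Test system: purified 2C TCR transgenic mouse naive CD8+ T cells; Measured by: cytometric PE anti-B7-1 and Alexa647 anti-CD8 signals after 1% paraformaldehyde fixation; Timing: binding step 1.5 h, 37 °C, antibody labelling 20 min, ice.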
Insulin prom up – MIN6 insulin promoter up-regulation; z-score at 5 µM; MIN6 insulin promoter-GFP reporter, high-content imaging; stronger effect = higher value; hit rate 0.3% among 190,000;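 active = z-score above 3 at 5 µM with at least 500 cells counted in the well; inconclusive = wells under 500 cells, flagged as cytotoxic or low count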
human PMI inhibition – MPI enzyme activity inhibition – biochemical, fluorescence intensity, coupled assay, primary screen (AID 1209). purified PMI enzyme, coupled fluorescence intensity; higher % means a stronger effect. one-dose inhibition, % at 20 µM; IC50 in µM for titrated hits. hit rate 0.42% among 190,000;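 note: plate controls were DMSO vehicle for no effect and wells lacking substrate for full effect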
Hep lipid drop – hepatic lipid droplet formation modulation. AML12 mouse hepatocytes, oleate lipid droplets, BODIPY imaging. AID 1656. hit rate 0.4% among 240,000. inhibition, % at 6.5 µM;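 active = lipid droplet intensity inhibited by at least 50%, with more than 500 cells counted; inconclusive = wells with under 300 cells, treated as cytotoxic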
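Test system: AML12 hepatocytes (mouse); reagent: oleate loading, 100 µM; dosing: one dose, 6.5 µM compound; incubation: overnight exposure; signal: fluorescence imaging, 20x objective, two fields per well; read-out basis: % inhibition of corrected integrated BODIPY droplet signal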
b-catenin transl – beta-catenin nuclear translocation modulation; HeLa beta-catenin nuclear translocation, immunofluorescence imaging; nuclear translocation activity, % at 5 µM; hit rate 0.3% among 190,000; AID 1665;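 active = nuclear translocation activity above 50% at 5 µM, with a well cell count of 50 or more; inconclusive = wells under 50 cells across six images, flagged as toxic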;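 note: per-cell ratio of nuclear to cytoplasmic median beta-catenin stain intensity; plate controls were DMSO negative control for no effect and GSK-3 inhibitor IX positive control for full effect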
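Test system: human HeLa cell line; Doses: 5 µM primary, 0.02–20 µM confirmation; Incubation: 24 h compound exposure, 37°C; Detection: beta-catenin immunofluorescence imaging with DAPI; Read-out: beta-catenin nuclear/cytoplasmic ratio, % activation.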
MT stabilize HCS – microtubule stabilizers in HeLa cells; HeLa tubulin immunostaining HCS, 24 h; share of cells brighter than vehicle mean+2SD; % tubulin-high responders, % at 10 µM; hit rate 0.83% among 200,000; AID 2205;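 active = plate Z-score above 3 for both tubulin-high and condensed-nucleus cell shares, with cell loss under 80%, at 10 µM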;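 note: anti alpha tubulin signal scored within the nucleus-defined area of each cell; some results filed as inactive read as strong as hits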
Insulin prom up cell count – recorded beside Insulin prom up, whose call it bears; cell count; measured here: cytotoxicity, nuclei count;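 total cells summed across four imaged fields per well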
Hep lipid drop cells 6.5 µM – recorded beside Hep lipid drop, whose call it bears; cell count; measured here: cell count, cytotoxicity flag;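 cells counted across two imaged fields per well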
b-catenin transl cell count 5 µM – recorded beside b-catenin transl, whose call it bears; cell count; measured here: cell count, cytotoxicity flag
T cell modulator vesicle-bound % – second read-out of T cell modulator, no call of its own (marks repeat the call); double positive events, %; measured here: CD8+ vesicle-bound cell fraction;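 binding gate set so that unloaded-vesicle control wells show 10% double positive cells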
MT stabilize HCS Hoechst-high % – further read-out of MT stabilize HCS, marked with its call; % Hoechst-high responders; measured here: nuclear condensation Hoechst responders;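 share of cells brighter than vehicle mean plus two SD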
MT stabilize HCS cytotoxicity % – further read-out of MT stabilize HCS, marked with its call; toxicity, %; measured here: cytotoxicity by cell density;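 0% = mean cell density of plate MIN control wells and 100% = no cells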
Autophagy mod cell loss 18 h – second read-out of Autophagy mod, no call of its own (marks repeat the call); toxicity, %; measured here: cell loss, nuclei count;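 cell loss after 18 h compound exposure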
The depositor's hits bear a star; i = inactive; u = inconclusive; x = not tested or not shown. Cut-off read from the data, not from the text of the source, unless noted: active = inhibition above about 50%; inactive = the rest.

SMILES	TNAP activators	human PMI inhibitors	Autophagy mod	Autophagy mod cell loss 18 h	T cell modulator	T cell modulator vesicle-bound %	Insulin prom up	Insulin prom up cell count	human PMI inhibition	Hep lipid drop	Hep lipid drop cells 6.5 µM	b-catenin transl	b-catenin transl cell count 5 µM	MT stabilize HCS	MT stabilize HCS Hoechst-high %	MT stabilize HCS cytotoxicity %
O=C(CNS(=O)(=O)c1ccccc1)Nc1cccc([N+](=O)[O-])c1	1.1	-5%	i	-24	i	27	-0.16	1500	-1%	x	x	-0.2	1489	2.5	1.4	9.4
O=C(O)COc1ccc2c(c1)CCCC2	1.1	0%	i	3	i	36	-0.05	1590	-1%	x	x	-4.1	967	3.6	2.3	13
CCOC(=O)c1c(C)[nH]c(=S)c(C#N)c1-c1ccc(Cl)cc1	1	-2%	i	-4	i	43	-0.11	1136	-1%	0	693	-2.3	517	3.8	2.8	7.9
Cc1ccc(NC(=O)N(Cc2ccco2)C(C)c2ccco2)cc1C (stereo not given)	1	6%	i	13	i	36	-0.21	1655	16%	x	x	0.4	1245	2.0	1.9	6.4
NC(=O)CS(=O)(=O)c1nc2ccccc2n1Cc1ccccc1F	1.2	3%	i	-9	i	34	-0.04	1289	8%	2	748	x	x	4.2	2.4	5.8
COC(=O)c1cccc(NC(=O)CN2CCN(Cc3ccccc3)CC2)c1	1.1	-3%	i	-1	i	44	-0.48	1319	6%	6	794	-0.5	1063	2.1	1.1	9.8
O=C(O)CSCC(=O)Nc1ccc(C2CCCCC2)cc1	1.1	0%	i	-16	i	23	0.3	1811	-1%	u	x	-0.3	1046	2.1	1.1	8.2
Cc1cc(=O)oc2cc(OCc3ccc(C(=O)OCC(=O)N(C)C4CCS(=O)(=O)C4)cc3)ccc12 (stereo not given)	x	x	x	x	i	8	-0.26	1297	x	2	710	-3.5	1170	x	x	x
Nc1nc(NCCCN2CCOCC2)nc(NCc2ccccc2)c1[N+](=O)[O-]	x	x	x	x	i	16	-0.07	1345	x	29	741	7.0	986	x	x	x
C=CCNc1nc(C2(C)CC3(CC(C)OC3=O)C(=O)O2)cs1 (stereo not given)	1.1	-3%	i	-17	i	22	0.11	1122	-8%	10	711	0.5	1063	2.5	2.3	0.4
CN(C)CCCN(Cc1ccccc1)C(=S)NCc1ccccc1	1.1	2%	i	-1	i	46	0.2	1306	3%	5	712	2.3	1003	3.9	2.4	6.3
CN(C(=O)CSc1nc(-c2ccccc2)cn1N)C(c1ccccc1)c1ccccc1	1.1	20%	i	0	i	49	-0.2	918	23%	12	750	-0.4	1235	1.0	0.6	3.1
O=C(CCc1ccccc1)NNC(=O)c1ccc(Br)cc1	1.5	-3%	i	1	i	43	1.7	1469	3%	-1	752	-0.2	1008	1.7	0.9	0.4
CCN(CC)c1ccc(C(=O)N2CCN(Cc3ccccc3)CC2)cc1	1	14%	i	4	i	38	1.2	1279	0%	-4	770	0.2	478	1.9	3.8	3.0
Cc1nn(CC(=O)Nc2ccc3c(c2)nc2n3CCN(C3CCCCC3)C2)c(=O)c2ccccc12	1	-62%	i	-4	i	47	-0.36	1313	-48%	7	721	1.3	1011	4.2	1.7	10
COc1ccc2c(c1OC)C(=O)N(c1ccccn1)C2	1.1	6%	i	25	i	18	x	x	6%	x	x	x	x	4.5	1.9	8.8
O=C(CC(c1ccccc1)c1ccccc1O)N1CCCC1 (stereo not given)	1.1	-6%	i	-2	i	16	1.1	850	-1%	-21	684	-3.3	1099	1.8	1.2	6.8
COc1ccc(NC(=O)c2cc(-c3cc(C)cc(C)c3O)n[nH]2)cc1Cl	1.3	7%	i	5	i	42	-0.13	1067	12%	26	773	-0.3	1047	17	1.7	20
COc1ccc(Nc2sc(C(=O)Nc3cccc(Cl)c3)c(N)c2C(=O)Nc2ccccc2OC)cc1	1.1	11%	i	22	i	26	0.15	1502	9%	16	599	0.9	1140	6.2	1.3	11
CCOc1cccc(NC(=O)c2cnccc2C(F)(F)F)c1	x	x	x	x	i	50	0.18	1165	x	-4	677	-1.6	1368	x	x	x
CCOc1ccccc1CN1CCN(Cc2cn(C)nc2-c2ccccc2)CC1CCO (stereo not given)	1.1	-4%	i	28	i	17	x	x	1%	4	755	3.0	915	3.4	1.2	4.0
CC(=O)Nc1ccc(NC(=O)CN(c2cccc([N+](=O)[O-])c2)S(C)(=O)=O)cc1	1.1	3%	i	-8	i	26	0.82	1424	-2%	x	x	0.1	1508	2.7	1.4	4.5
COc1cc(OC)cc(C(=O)Nc2ccc(S(=O)(=O)Nc3cc(C)on3)cc2)c1	1	-13%	i	6	i	x	-0.41	1353	-12%	11	639	-1.0	571	3.5	2.5	7.5
Cc1ccc2nc(-c3ccc(N)cc3)sc2c1	x	x	x	x	i	34	0.07	1133	x	4	702	0.7	1295	x	x	x
Cc1cccc(C)c1OCC(O)CNS(=O)(=O)c1ccccc1C(=O)N1CCCCC1 (stereo not given)	1	-1%	i	1	i	12	-0.69	837	-1%	-15	701	-0.3	1186	4.4	2.2	7.5
O/N=C1\CC(O)Cc2nonc21 (stereo not given)	1.1	13%	i	-4	i	26	0.06	1713	5%	x	x	-0.6	1219	5.5	3.2	2.6
CN(Cc1ccccc1)S(=O)(=O)c1ccc(C(=O)Nc2nnc(C3CC3)o2)cc1	1.1	13%	i	19	i	42	-0.04	1380	3%	x	x	-0.3	1320	3.7	2.4	1.9
COc1ccc(/C=C2/NC(=O)N(CC(=O)Nc3cccc(C)c3)C2=O)cc1O	1	4%	i	-6	i	36	-0.64	1481	14%	1	757	0.7	1486	1.9	2.1	6.1
CCCN1CCN(c2ncnc3c2nnn3Cc2ccccc2)CC1	1.1	-6%	i	13	i	43	-0.14	749	2%	6	746	72*	655*	58*	38*	41*
O=C1N/C(=C/c2cccn2-c2ccccc2)C(=O)N1Cc1ccccc1F	1.1	10%	i	14	i	45	0.15	1086	6%	-41	621	-0.5	915	3.6	3.1	7.5

Sorted by molecular weight (smallest number first): part of the list above
SMILES	TNAP activators	human PMI inhibitors	Autophagy mod	Autophagy mod cell loss 18 h	T cell modulator	T cell modulator vesicle-bound %	Insulin prom up	Insulin prom up cell count	human PMI inhibition	Hep lipid drop	Hep lipid drop cells 6.5 µM	b-catenin transl	b-catenin transl cell count 5 µM	MT stabilize HCS	MT stabilize HCS Hoechst-high %	MT stabilize HCS cytotoxicity %
O=C(O)COc1ccc2c(c1)CCCC2	1.1	0%	i	3	i	36	-0.05	1590	-1%	x	x	-4.1	967	3.6	2.3	13
C=CCNc1nc(C2(C)CC3(CC(C)OC3=O)C(=O)O2)cs1 (stereo not given)	1.1	-3%	i	-17	i	22	0.11	1122	-8%	10	711	0.5	1063	2.5	2.3	0.4
CCOC(=O)c1c(C)[nH]c(=S)c(C#N)c1-c1ccc(Cl)cc1	1	-2%	i	-4	i	43	-0.11	1136	-1%	0	693	-2.3	517	3.8	2.8	7.9
CCCN1CCN(c2ncnc3c2nnn3Cc2ccccc2)CC1	1.1	-6%	i	13	i	43	-0.14	749	2%	6	746	72*	655*	58*	38*	41*
CN(C)CCCN(Cc1ccccc1)C(=S)NCc1ccccc1	1.1	2%	i	-1	i	46	0.2	1306	3%	5	712	2.3	1003	3.9	2.4	6.3
NC(=O)CS(=O)(=O)c1nc2ccccc2n1Cc1ccccc1F	1.2	3%	i	-9	i	34	-0.04	1289	8%	2	748	x	x	4.2	2.4	5.8
O=C1N/C(=C/c2cccn2-c2ccccc2)C(=O)N1Cc1ccccc1F	1.1	10%	i	14	i	45	0.15	1086	6%	-41	621	-0.5	915	3.6	3.1	7.5
COC(=O)c1cccc(NC(=O)CN2CCN(Cc3ccccc3)CC2)c1	1.1	-3%	i	-1	i	44	-0.48	1319	6%	6	794	-0.5	1063	2.1	1.1	9.8
COc1ccc(NC(=O)c2cc(-c3cc(C)cc(C)c3O)n[nH]2)cc1Cl	1.3	7%	i	5	i	42	-0.13	1067	12%	26	773	-0.3	1047	17	1.7	20
CC(=O)Nc1ccc(NC(=O)CN(c2cccc([N+](=O)[O-])c2)S(C)(=O)=O)cc1	1.1	3%	i	-8	i	26	0.82	1424	-2%	x	x	0.1	1508	2.7	1.4	4.5
Cc1cc(=O)oc2cc(OCc3ccc(C(=O)OCC(=O)N(C)C4CCS(=O)(=O)C4)cc3)ccc12 (stereo not given)	x	x	x	x	i	8	-0.26	1297	x	2	710	-3.5	1170	x	x	x
COc1ccc(Nc2sc(C(=O)Nc3cccc(Cl)c3)c(N)c2C(=O)Nc2ccccc2OC)cc1	1.1	11%	i	22	i	26	0.15	1502	9%	16	599	0.9	1140	6.2	1.3	11

Source: PubChem BioAssay
